Source: PubChem BioAssay (Fisher Drug Discovery Resource Center)
NPYLR7 agonist: activates Aedes aegypti NPYLR7 receptor; HEK293T NPYLR7/Galpha15, GCaMP6s calcium fluorescence; hit rate 0.15% among 270,000; activation, % at 10 µM; in the data active means activation above about 40%;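 further: 0% = vehicle and 100% = reference agonist at the receptor; some compounds past the cut are filed as inactive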
mcGAS lum: inhibitors of mouse cGAS; Q8C6L5; recombinant cGAS, Kinase-Glo ATP depletion luminescence; inhibition, % at 12.5 µM; hit rate 0.15% among 160,000; AID 1259399;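 further: 0% = negative control wells and 100% = reference inhibitor with no enzyme activity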
hcGAS inh: blocks human cGAS activity; Q8N884; recombinant h-cGAS, ATP depletion, Kinase-Glo luminescence; inhibition, % at 12.5 µM; hit rate 0.081% among 290,000; AID 1259398;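 further: 0% = vehicle reaction and 100% = reaction without DNA for no activity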
Target sequence (Q8N884 whole entry, looked up): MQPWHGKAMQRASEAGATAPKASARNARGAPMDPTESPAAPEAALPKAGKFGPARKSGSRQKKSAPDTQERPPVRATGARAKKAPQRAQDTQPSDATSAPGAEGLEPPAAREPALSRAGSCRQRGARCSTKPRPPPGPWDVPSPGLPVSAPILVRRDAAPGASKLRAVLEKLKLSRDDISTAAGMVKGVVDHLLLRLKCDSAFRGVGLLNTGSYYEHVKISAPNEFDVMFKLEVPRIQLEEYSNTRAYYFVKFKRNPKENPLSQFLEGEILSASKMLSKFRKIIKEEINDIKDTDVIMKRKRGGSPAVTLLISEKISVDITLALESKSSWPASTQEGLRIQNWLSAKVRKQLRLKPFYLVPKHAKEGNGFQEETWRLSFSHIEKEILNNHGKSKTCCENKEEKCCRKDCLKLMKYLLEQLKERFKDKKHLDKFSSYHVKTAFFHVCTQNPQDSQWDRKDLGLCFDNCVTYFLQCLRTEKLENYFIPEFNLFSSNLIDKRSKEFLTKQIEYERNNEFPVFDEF
Numbers without * were called inactive; · = not tested or not shown. Unless noted, no stated cut-off is given here; in the data, active means inhibition above about 40%; inactive means the rest.

1. COC(=O)CCCN1CCN(c2nc(C)ns2)CC1
2. Cn1ccc(NC(=O)N(Cc2ccccc2F)C2CCC2)n1
3. CCC#CCN1Cc2ccccc2NCCC1=O
4. O=C(COc1ncnc2sc3c(c12)CCC3)NC(=O)NCc1ccco1
5. Cc1ccc(-c2nnc(NC(=O)C(NS(=O)(=O)c3ccc(Cl)cc3)C(C)C)s2)cc1 (stereo not given)

assay / entry | 1 | 2 | 3 | 4 | 5
NPYLR7 agonist | 0 | 0 | 2 | -2 | 13
mcGAS lum | · | -1 | -10 | · | -3
hcGAS inh | -3 | 0 | -11 | -5 | -3

6. O=C1NCC2(CCCN(c3ncnc4sccc34)CC2)O1 (stereo not given)
7. O=C(CCS(=O)(=O)c1ccc(Cl)cc1)NCC(=O)Nc1ccccc1Br
8. O=C1C=C(c2ccccc2)OC(c2ccccc2)O1 (stereo not given)
9. COc1cc2c(C(=O)N3CCN(C)CC3)c(C)n(-c3ccccc3)c2cc1Br
10. COCCn1cc(NC(=O)Nc2ccccc2C)c2ccccc21

assay / entry | 6 | 7 | 8 | 9 | 10
NPYLR7 agonist | -3 | -3 | -14 | -14 | -2
mcGAS lum | -10 | 3 | -7 | 0 | ·
hcGAS inh | -7 | 4 | -2 | 6 | -3

11. COc1ccc(-c2cccc(CN3CCCC3)c2)c(OC)c1
12. O=S(=O)(NN=Cc1c(F)c(F)c(F)c(F)c1F)c1ccccc1
13. CCc1cnc(C)nc1N1CCN(Cc2cccc(OC)c2F)CC1
14. CC(=O)Nc1ccc(Cl)c(C(=O)N(C)C(C)c2ccon2)c1 (stereo not given)
15. COc1cc(C(=O)N2CCN(Cc3nc(-c4cccs4)no3)CC2)cc(OC)c1Br

assay / entry | 11 | 12 | 13 | 14 | 15
NPYLR7 agonist | -5 | 2 | 10 | -8 | 1
mcGAS lum | · | · | · | 1 | -8
hcGAS inh | -7 | 0 | -6 | -4 | -8

16. CC(C)c1ccccc1OC1CC2CCC(C1)N2C(=O)c1ccc(CSc2nc3ccc(Cl)cc3o2)cc1 (stereo not given)
17. C=CCN(CC(O)COCc1ccco1)CC1CC(c2ccccc2)=NO1 (stereo not given)
18. CCOCCCNC(=O)c1cc(NC(=O)c2ccccc2Cl)ccc1N1CCN(c2ccccc2OC)CC1
19. CC(C)c1noc(C(C)Nc2ccc3c(c2)CCO3)n1 (stereo not given)
20. Cc1sc2nc(CCN)nc(NCc3ccccc3-n3ccnc3)c2c1C

assay / entry | 16 | 17 | 18 | 19 | 20
NPYLR7 agonist | 10 | -10 | 20 | 10 | 6
mcGAS lum | -8 | 2 | -4 | -1 | ·
hcGAS inh | -16 | 6 | 1 | -5 | -1

21. CCOC(=O)NC(=S)N(C)C1CCC2(CC1)OCC(C)(C)CO2
22. CC(C)(C)c1ccc(C2=N/C(=C\c3cccs3)C(=O)O2)cc1
23. O=C(CSc1ccc2c(c1)OCCCO2)NC1CCS(=O)(=O)C1 (stereo not given)
24. Cc1cccc(NC(=O)CN(C)c2snc(Cl)c2C#N)c1C
25. CC1CCN(C(=O)c2cc(NC(=O)NCc3ccccc3)ccc2N2CCC(C)CC2)CC1

assay / entry | 21 | 22 | 23 | 24 | 25
NPYLR7 agonist | -8 | -3 | 2 | 4 | 4
mcGAS lum | · | -3 | · | · | -4
hcGAS inh | -5 | -5 | 4 | -8 | -6

26. Cc1cc(C)c(NC(=O)CN(C)C(=O)c2ccc3c(c2)C(=O)N(C)C3=O)c(C)c1
27. COCc1cc(C)nc(OCC(=O)N/N=C\c2ccc(-c3ccc(OC)cc3[N+](=O)[O-])o2)c1C#N
28. CC(=O)c1sc2nc(-c3ccccc3)c(-c3ccccc3)n2c1C
29. COc1ccc(/C=C/C(=O)NCC2Cc3cc(F)cc(-c4nc(C)cnc4C)c3O2)cc1OC (stereo not given)
30. N#CC1C(=N)SC(=N)C(C#N)C1c1ccc(Cl)cc1Cl (stereo not given)

assay / entry | 26 | 27 | 28 | 29 | 30
NPYLR7 agonist | 4 | -7 | -4 | 16 | 164*
mcGAS lum | -8 | -4 | · | -11 | ·
hcGAS inh | 0 | -4 | -1 | -9 | 7

31. CCn1c(CC2CCN(c3ncnc4[nH]ccc34)CC2)n[nH]c1=O
32. CCOc1cc(CNC2CCN(C(C)=O)CC2)cc(Br)c1OC
33. COc1ccc(CCNC(=O)CC(c2ccc(Cl)cc2)c2cn(C)c3ccccc23)cc1OC (stereo not given)
34. CCOC(=O)NN=CC1=CCC2CC1C2(C)C (stereo not given)
35. Cc1cc(C(=O)N2Cc3cnc(CC(C)C)nc3C2)c2ccc(F)cc2n1

assay / entry | 31 | 32 | 33 | 34 | 35
NPYLR7 agonist | 11 | -3 | 0 | -3 | ·
mcGAS lum | · | · | -5 | · | -10
hcGAS inh | -6 | -1 | -3 | 4 | -6

36. Cc1ccc(-n2nnnc2CNS(=O)(=O)N(C)C)cc1
37. O=C(NCC1CCCO1)c1cc2n(n1)C(C(F)(F)F)CC(c1ccco1)N2 (stereo not given)
38. O=C(c1cc(-c2ccccc2O)n[nH]1)N1CCOC(c2ccc(Cl)cc2)C1 (stereo not given)
39. CCCc1cc(N2CCn3nc(C(=O)N4CCOCC4)cc3C2)nc(C)n1
40. COCCNC(=O)C1CCCN(C2CCN(Cc3nc(C)c(C)s3)CC2)C1 (stereo not given)

assay / entry | 36 | 37 | 38 | 39 | 40
NPYLR7 agonist | 2 | -6 | 2 | -9 | -4
mcGAS lum | -6 | 3 | · | · | ·
hcGAS inh | -3 | 3 | -4 | -3 | -3

Fetched by compound from above (2):
40. COCCNC(=O)C1CCCN(C2CCN(Cc3nc(C)c(C)s3)CC2)C1 (stereo not given)
37. O=C(NCC1CCCO1)c1cc2n(n1)C(C(F)(F)F)CC(c1ccco1)N2 (stereo not given)

assay / entry | 40 | 37
NPYLR7 agonist | -4 | -6
mcGAS lum | · | 3
hcGAS inh | -3 | 3

Additional compounds.
41. Nc1nnc(SCC(=O)Nc2nnc(-c3ccc(Cl)cc3)s2)s1
42. CC1(C)Cc2c(c(-c3ccco3)nc3sc4c(NC5CCCCC5)ncnc4c23)CO1
43. Cc1nc(S(=O)(=O)NCC(=O)N(Cc2cccs2)C2CC2)cn1C
44. CN(C)c1ccc(NC(=O)c2cccc(F)c2)cc1CN(Cc1ccco1)C(=O)c1ccc(F)cc1
45. N#CC(=C(O)COc1ccccc1)c1nc2ccccc2s1

assay / entry | 41 | 42 | 43 | 44 | 45
NPYLR7 agonist | -1 | 8 | -1 | 30 | -5
mcGAS lum | 6 | · | · | -9 | ·
hcGAS inh | 9 | -5 | -5 | 1 | -8

46. CC[C@@H]1[C@@H](NC(=O)CCc2cc(Cl)no2)[C@@H]2CCO[C@H]12
47. COc1ccc(S(=O)(=O)N(CCN2CCCCC2)Cc2csc(COc3cccc(C)c3C)n2)cc1
48. Cc1cc(C)c(S(=O)(=O)N2CCC(C(=O)NC(c3ccccc3)C3CC3)CC2)c(C)c1 (stereo not given)
49. CC1(C)C(=O)Nc2ccccc2N1C(=O)CN1CCc2ccccc21
50. NC(=O)c1cc2c(nc1N1C[C@H]3OC(=O)N(C4CCCC4)[C@H]3C1)CCC2

assay / entry | 46 | 47 | 48 | 49 | 50
NPYLR7 agonist | · | 6 | 4 | -18 | -1
mcGAS lum | -3 | -6 | -5 | · | -9
hcGAS inh | 3 | 2 | -5 | -8 | -3

51. Cc1ccc(-c2nn(CC(=O)NCCc3ccccc3)c(=O)c3nc(C)sc23)cc1
52. Cc1cc(NC(=O)Cc2ccc(F)cc2)n(-c2nc(-c3cccs3)cs2)n1
53. Cc1ccnc(C(NC(=O)CCc2scnc2C)C2CC2)c1 (stereo not given)
54. CN(Cc1ccccc1)Cn1[nH]c(=O)ccc1=O
55. CCc1cnc(C)nc1N1CCN(CCc2ccccc2)CC1

assay / entry | 51 | 52 | 53 | 54 | 55
NPYLR7 agonist | 2 | -7 | 1 | 3 | -1
mcGAS lum | 0 | -10 | -9 | -9 | -13
hcGAS inh | 12 | -2 | -6 | -10 | -6

56. CCOC(=O)C1CCCN(C(=O)CSc2nc(Cl)cc(N3CCN(c4cccc(Cl)c4)CC3)n2)C1 (stereo not given)
57. COc1cccc(Oc2cc(C(F)(F)F)nc(SCc3ccccc3Cl)n2)c1
58. COc1cccc(C(=O)N2CCC(C(Cc3ccccc3)N(C)C(=O)c3cccs3)CC2)c1OC (stereo not given)
59. CCOc1ccccc1-n1c(C(C)N(CCc2ccccc2)C(=O)Nc2cccc(OC)c2)nc2ccccc2c1=O (stereo not given)
60. COc1cccc(COC(CN2CCN(C(=O)c3ccc(OC)c(F)c3)CC2)c2ccc(Cl)cc2)c1 (stereo not given)

assay / entry | 56 | 57 | 58 | 59 | 60
NPYLR7 agonist | 17 | 10 | 17 | 18 | -2
mcGAS lum | -6 | · | -13 | -5 | -6
hcGAS inh | -8 | 3 | -6 | -5 | -5

61. CC(C)(C)S(=O)CCNC(=O)CNC(=O)c1cc(F)cc(F)c1 (stereo not given)
62. COc1ccc(CNC(=O)CCC2CCCN(C(=O)Cc3cccs3)C2)c(OC)c1 (stereo not given)
63. CN(C)S(=O)(=O)NCC1CN(c2ccccc2)C(=O)O1 (stereo not given)
64. CCOC(=O)C(c1cccc(OC)c1)C1C=CC(NC(=O)c2ccc(F)c(C(F)(F)F)c2)C1 (stereo not given)
65. Cc1occc1-c1nnc(SCC(=O)c2cc(C)n(CC3CCCO3)c2C)n1C (stereo not given)

assay / entry | 61 | 62 | 63 | 64 | 65
NPYLR7 agonist | 0 | 5 | 2 | 0 | 4
mcGAS lum | · | · | · | -4 | -5
hcGAS inh | 15 | -9 | -3 | -2 | -2

Two entries from above, as tab-separated lines:
nr	compound	NPYLR7 agonist	mcGAS lum	hcGAS inh
63	CN(C)S(=O)(=O)NCC1CN(c2ccccc2)C(=O)O1 (stereo not given)	2	·	-3
64	CCOC(=O)C(c1cccc(OC)c1)C1C=CC(NC(=O)c2ccc(F)c(C(F)(F)F)c2)C1 (stereo not given)	0	-4	-2

Next entries:
66. Cc1ccc(NC(=O)CCN2C(=O)c3ccccc3C2=O)c(C)c1
67. FC(F)(F)c1cc(-c2ccco2)nc(-n2cnc3ccccc32)n1
68. CC(=O)c1cc(C(=O)N2CCCC(CO)(CCc3ccccc3)C2)cs1 (stereo not given)
69. CCCCN(CC(=O)Nc1cc(-c2ccccc2)nn1-c1ccc(C)cc1)S(=O)(=O)c1ccc([N+](=O)[O-])cc1
70. O=C(c1ccc(Cl)cc1Cl)N1CCCC(N2CCN(CCOc3ccccc3)CC2)C1 (stereo not given)

assay / entry | 66 | 67 | 68 | 69 | 70
NPYLR7 agonist | -4 | 13 | 2 | 15 | 23
mcGAS lum | -4 | · | · | -5 | -3
hcGAS inh | -5 | -8 | -4 | -2 | -4

Part of the list above, bar-delimited.
cpd | SMILES | NPYLR7 agonist | mcGAS lum | hcGAS inh
69 | CCCCN(CC(=O)Nc1cc(-c2ccccc2)nn1-c1ccc(C)cc1)S(=O)(=O)c1ccc([N+](=O)[O-])cc1 | 15 | -5 | -2
68 | CC(=O)c1cc(C(=O)N2CCCC(CO)(CCc3ccccc3)C2)cs1 (stereo not given) | 2 | · | -4
70 | O=C(c1ccc(Cl)cc1Cl)N1CCCC(N2CCN(CCOc3ccccc3)CC2)C1 (stereo not given) | 23 | -3 | -4
67 | FC(F)(F)c1cc(-c2ccco2)nc(-n2cnc3ccccc32)n1 | 13 | · | -8

Next part:
71. C=C(C)CN(CC)C(=O)Cn1nc(C)c(S(=O)(=O)N(C)C)c1C
72. COc1ccc(-c2[nH]nc3c2C(c2ccsc2)C(C#N)C(=N)O3)cc1 (stereo not given)
73. C=C(C)Cn1c(SCC(=O)NC2CCCCC2)nc2sc3c(c2c1=O)CCC3
74. Cc1cnc(CN(C)C(=O)c2ccccc2OC2CCN(Cc3ccccn3)CC2)[nH]1
75. CCn1cc(C(=O)OCC2CCN(C)C2c2ccc(OC)cc2)cn1 (stereo not given)

assay / entry | 71 | 72 | 73 | 74 | 75
NPYLR7 agonist | -1 | -6 | -6 | 10 | 5
mcGAS lum | · | · | · | · | ·
hcGAS inh | -11 | -4 | -6 | -10 | -9

76. Cc1cc2cc(C(=O)NCCc3csc(-c4ncccn4)n3)ccc2o1
77. CCCCOC(=O)c1cccc(NC(=O)c2c(-c3ccccc3Cl)noc2C)c1
78. Cc1nonc1CN(C)C(=O)c1[nH]c2ccc(F)cc2c1C
79. O=c1c2cnc3nc4ccccc4n3c2ccn1-c1ccccc1F
80. O=C(c1ccco1)N1CCSC1c1cccc(OCc2ccccc2)c1 (stereo not given)

assay / entry | 76 | 77 | 78 | 79 | 80
NPYLR7 agonist | 2 | 7 | 19 | -5 | 12
mcGAS lum | · | · | · | -5 | -7
hcGAS inh | -9 | 2 | -3 | 0 | -7

81. COCCCN(Cc1csc(COc2c(OC)cccc2OC)n1)C(=O)c1cccc(Br)c1
82. COc1cc(CN2CCN(C3CCOCC3)CC2CCO)cc(OC)c1 (stereo not given)
83. Cn1c(=O)c2c(nc(CN3CCCCC3)n2Cc2c(Cl)cccc2Cl)n(C)c1=O
84. CN(CC(=O)N1c2ccccc2NC(=O)C1(C)C)Cc1ccc(F)cc1
85. Cc1ccc(CC2(NC(=O)C(C)N3CCCC3=O)CC2)cc1 (stereo not given)

assay / entry | 81 | 82 | 83 | 84 | 85
NPYLR7 agonist | -1 | 11 | 20 | 10 | 5
mcGAS lum | -4 | -8 | · | · | ·
hcGAS inh | -3 | -4 | -3 | -14 | -4
